Hsp70 inhibitors – small molecules displacing fluorescent ligand from Hsp70 – biochemical, fluorescence polarization, primary screen (AID 583) | Hsp70 fluorescence polarization probe displacement, mP; higher % means a stronger effect | hit rate 0.06% among 140,000 | displacement, % at 20 µM, or IC50 in µM where a hit was titrated; in the data active = displacement above about 50%;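 note: plate controls were vehicle for no effect and reference ligand for full effect; a part of the inactive calls stands beside numbers as strong as those of hits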
MKP-3 inhibition – MKP-3 phosphatase inhibitors, primary screen, biochemical, rat enzyme, in vitro (AID 425). recombinant MKP-3 phosphatase activity, fluorescence; higher % means a stronger effect. inhibition, % at 20 µM, or IC50 in µM where a hit was titrated. hit rate 0.17% among 110,000; in the data active = inhibition above about 50%;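 note: plate controls were vehicle for no effect and reference inhibitor for full effect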
Active calls of the source: *; nt = no result given; & = joins results of further samples.

SMILES	Hsp70 inhibitors	MKP-3 inhibition
c1coc(CNc2nc(N3CCOCC3)nc(N3CCOCC3)n2)c1	-1.3%	0.0%
O=C(COC(=O)c1ccccc1-c1ccccc1[N+](=O)[O-])c1ccccc1	-2.4%	nt
c1ccc(-c2csc3ncn4nnnc4c23)cc1	3.7%	-10.4%
Cc1ccc(N(C(=O)Cn2nnc3ccccc32)C(C(=O)NCc2ccco2)c2ccc(C)o2)cc1 (stereo not given)	11.3%	0.3%
CC1CCc2nn(CC(=O)NCCN3CCCCC3C)cc2C1 (stereo not given)	1.8%	5.2%
CC(=O)c1cccc(NC(=O)N2CCCC2C(=O)NCCC(C)C)c1 (stereo not given)	-4.8%	-2.2%
COc1c(Cl)cc(C(=O)Nc2ccc(C)cc2[N+](=O)[O-])cc1Cl	-1.1%	-2.4%
CCN(CC)C(=O)c1ccccc1NC(=O)c1cccc(S(=O)(=O)N(CC)CC)c1	7.0%	nt
COc1cc2cc(C(c3nnnn3C3CCCC3)N3CCCCC3)c(=O)[nH]c2cc1OC (stereo not given)	-6.1%	2.5%
CNC(=O)C(=O)Nc1cccc(Cl)c1	2.7%	0.2%
Cn1c(C(O)c2ccccc2F)nc(Cl)c1Cl (stereo not given)	-2.1%	0.3%
COc1ccc(CCNC(=O)COc2cc(C)c(Cl)c(C)c2)cc1	1.4%	0.3%
O=C(CN1C(=O)CCC1=O)NCCc1ccccc1	-0.7%	-1.4%
CC(CN1CCOCC1)OC(=O)c1ccccc1Br (stereo not given)	2.9%	0.9%
O=C(/C=C1/NC(=S)N(c2ccccc2)C1=O)c1ccc(Cl)cc1	-4.4%	2.6%

Next part; the last 5 above are carried over.
SMILES	Hsp70 inhibitors	MKP-3 inhibition
Cn1c(C(O)c2ccccc2F)nc(Cl)c1Cl (stereo not given)	-2.1%	0.3%
COc1ccc(CCNC(=O)COc2cc(C)c(Cl)c(C)c2)cc1	1.4%	0.3%
O=C(CN1C(=O)CCC1=O)NCCc1ccccc1	-0.7%	-1.4%
CC(CN1CCOCC1)OC(=O)c1ccccc1Br (stereo not given)	2.9%	0.9%
O=C(/C=C1/NC(=S)N(c2ccccc2)C1=O)c1ccc(Cl)cc1	-4.4%	2.6%
C=C(C)Cn1c(SCC(=O)O)nnc1-c1ccc(C(C)(C)C)cc1	0.8%&-7.0%	-10.4%&2.8%
Cc1ccc(/C=C(\C#N)c2nc(-c3cccc(Br)c3)cs2)o1	1.8%	2.8%
NC(=O)c1c(NC(=O)CSc2nnc(-c3ccccc3)n2CC2CCCO2)sc2c1CCC2 (stereo not given)	3.7%	0.7%
Cc1ccc(OCC(=O)Nc2cccc(-c3nnc(-c4ccccc4)o3)c2)c(C)c1	4.5%	nt
COC(=O)Nc1nnc(SCc2ccc(C)cc2)s1	-2.1%	-10.2%
COc1ccc(/C=N/N2CCN(c3ccccc3)CC2)cc1Br	-0.8%	-0.1%
Cc1cc(Nc2ccc(F)cc2F)n2nc(C)nc2n1	-1.5%	-5.1%
O=C(c1ccc(Cl)cc1[N+](=O)[O-])N1CCN(C/C=C/c2ccccc2)CC1	1.2%	2.7%
O=C(NC(NC(=O)C(c1ccccc1)c1ccccc1)c1ccc(F)cc1)C(c1ccccc1)c1ccccc1	-3.6%	0.2%
O=C(Nc1ccccc1Sc1ccccc1)C1CCCO1 (stereo not given)	nt	0.1%
O=C1C(=O)N(CCCn2ccnc2)C(c2ccccc2F)/C1=C(\O)c1ccc(Cl)cc1 (stereo not given)	-2.0%	2.0%
O=C(CSc1nnc(CCCN2C(=O)c3cccc4cccc(c34)C2=O)n1-c1ccccc1)NCc1cccnc1	-0.3%	4.7%
Cc1ccc2c(C)nc(Nc3ncc4c(n3)CCCC4=O)nc2c1	-4.2%	-16.7%
c1ccc2[nH]c(SCc3ccc(-c4nnco4)cc3)nc2c1	2.3%	0.0%
Brc1ccc2c(c1)CNc1c(ncnc1N1CCOCC1)O2	3.0%	-5.9%
Cc1cc(=O)[nH]c(SCC(=O)Nc2cccc(C)c2C)n1	-3.1%	4.2%
CCc1ccc(Nc2nnc(SCn3nnc4ccccc4c3=O)s2)cc1	-2.8%	nt
CCC(CC)C(=O)NCc1ccccc1OC	2.5%	-7.2%
COc1cccc(-n2nnc3c(=O)n(Cc4ccccc4Cl)cnc32)c1	-1.0%	nt
O=C(Nc1ccc(Br)cn1)c1cc2n(n1)C(C(F)(F)F)CC(c1cccs1)N2 (stereo not given)	3.9%	-0.6%
Cc1cccc(Cn2nnc3c2C(=O)c2ccccc2C3=O)c1	4.1%	nt
O=C(O)CN(c1ccccc1)C1SC(=O)NC1=O (stereo not given)	4.4%	-1.2%
CC1CCC(CC(=O)OCc2ccccc2)C1(C)C (stereo not given)	-0.5%	3.1%
CCCCOc1ccc(Cl)cc1CSc1n[nH]c(C)n1	2.7%	nt
COc1cc(F)ccc1S(=O)(=O)n1cnc2cc([N+](=O)[O-])ccc21	7.1%	0.6%
CC(=O)N1CCN(c2ccc(NC(=O)c3cccc(Br)c3)cc2)CC1	2.1%	-3.4%
CCc1ccc(N2C(=O)/C(=C/c3ccc(I)o3)C(=O)NC2=S)cc1	84.7%*	103.5%*
CC(C)C(=O)O/N=C(\N)c1ccncc1	-3.1%	0.9%
c1ccc(Cn2ncc3c(N4CCCCC4)ncnc32)cc1	3.3%	-10.7%
CC(C)(CO)NC(=O)C(c1ccccc1)c1ccccc1	-3.0%	-13.0%

Gathered by group, the entries above containing a furan ring, fused or not (four)
SMILES	Hsp70 inhibitors	MKP-3 inhibition
c1coc(CNc2nc(N3CCOCC3)nc(N3CCOCC3)n2)c1	-1.3%	0.0%
Cc1ccc(N(C(=O)Cn2nnc3ccccc32)C(C(=O)NCc2ccco2)c2ccc(C)o2)cc1 (stereo not given)	11.3%	0.3%
Cc1ccc(/C=C(\C#N)c2nc(-c3cccc(Br)c3)cs2)o1	1.8%	2.8%
CCc1ccc(N2C(=O)/C(=C/c3ccc(I)o3)C(=O)NC2=S)cc1	84.7%*	103.5%*

Other compounds:
SMILES	Hsp70 inhibitors	MKP-3 inhibition
COc1ccccc1C1C(C(=O)c2sc(C)nc2C)=C(O)C(=O)N1CCN1CCOCC1 (stereo not given)	-7.2%	-5.6%
CCN(CC)S(=O)(=O)c1cccc(C(=O)Nc2cc(C)nn2-c2nc(C)cc(C)n2)c1	3.7%	2.0%
COc1ccc(N2C(=O)/C(=C\c3ccc(O)c([N+](=O)[O-])c3)SC2=S)cc1	-1.4%	-0.7%
CC(=O)Oc1ccc2occ(C(=O)c3ccc(C)cc3)c2c1	-6.6%	-2.1%
COc1ccc(NCc2nnc(SCC#N)n2-c2ccccc2OC)cc1	4.8%	-0.9%
O=C(Nc1ccc(O)c(-c2nc3ccccc3s2)c1)c1cc2ccccc2o1	-2.4%	4.2%
O=C(Nc1ccccc1C(F)(F)F)c1cc(S(=O)(=O)N2CCC3(CC2)OCCO3)ccc1F	9.3%	-4.3%
O=C(c1ccc(COc2ccccc2Cl)o1)N1CCN(Cc2ccc3c(c2)OCO3)CC1	-2.1%	16.4%
Cc1ccc(C(=O)Nc2ccccc2C(=O)N2CCC(Cc3ccccc3)CC2)cc1	0.1%	3.3%
Clc1ccc(C(c2ccccc2)N2CCNCC2)cc1 (stereo not given)	-3.2%	nt
O=C(NN=C1CCCC1)C(O)(c1ccccc1)c1ccccc1	-0.1%	-2.3%
COc1cccc(-c2cc(C(=O)Nc3cc(OC)c(OC)c(OC)c3)no2)c1	1.8%	-5.2%
CCOC(=O)N1CCN(S(=O)(=O)c2cccc3ccc(C)nc23)CC1	3.5%	-7.8%
Cc1cc(NC(=O)CCC(=O)N(CC(=O)NCC2CCCO2)c2ccc3c(c2)OCCO3)no1 (stereo not given)	5.7%	nt
Cc1nc(SCC(=O)NCCc2ccc(Cl)cc2)nc(C)c1C	0.5%	nt
O=S(=O)(c1ccc(Br)cc1)N1CCN(c2ccccc2Cl)CC1	-5.4%	0.4%
CC(C)Oc1nnc(-c2ccccc2)c2ccccc12	7.1%	3.9%
O=C1/C(=C/c2ccc(I)o2)SC(=S)N1c1cccc(C(F)(F)F)c1	0.8%	0.5%
CCOC(=O)c1ccc(N2NC(=O)/C(=C/c3ccc(Cl)c([N+](=O)[O-])c3)C2=O)cc1	-2.5%	3.3%
Cc1cc2c(cc1Br)NC(=O)C2=O	4.1%	1.5%
COc1ccc(OC)c(C2=Nn3c(nnc3C3CCCCC3)SC2)c1	4.3%	-14.3%
COc1ccc(C2N(c3ccc(OC)cc3)C(=O)C3CCCN32)cc1 (stereo not given)	-2.4%	-13.6%
Cc1ccc(OCC(=O)N2CCCCC2)c(Br)c1	3.2%&0.5%	1.8%&-4.8%
CCN(CC)c1nc2n(c(=O)n1)CCO2	4.8%&-4.1%	-10.1%&-0.8%
O=C(Cc1cccs1)OCC(=O)c1ccco1	12.7%	-10.2%
O=C(Nc1nc2ccccc2s1)c1ccc(Oc2ccc([N+](=O)[O-])cc2)cc1	-0.9%	3.0%
CCCCNc1oc(-c2cccs2)nc1S(=O)(=O)c1ccccc1	1.5%	nt
N/C(=N\OC(=O)Cc1ccc(-c2ccccc2)cc1)c1ccccn1	-3.0%&-1.9%	0.1%
COC(=O)c1sc(N2C(=O)C(O)=C(C(=O)c3ccc(C)o3)C2c2ccc(F)cc2)nc1C (stereo not given)	1.3%	-3.2%
CCOC(=O)C1=C(O)/C(=C/c2ccc(OC)c(OC)c2)SC1=Nc1ccc(Cl)cc1	3.9%	1.4%
COc1ccccc1OCCOc1ccccc1/C=C1/SC(=S)N(C)C1=O	-2.8%	-0.5%
O=C1C(=O)N(c2ccccc2Br)C(=O)N1c1cccc(Cl)c1	-1.5%	1.3%
CCC12CC3CC(C1)CC(C(=O)N/N=C1/CN4CCC1CC4)(C3)C2	5.1%	2.8%
O=C(Cc1ccccc1)Nc1ccc(-c2nnc(-c3ccco3)o2)cc1	10.2%&-2.5%	7.2%&0.2%
CCOC(=O)c1c(-c2cccs2)csc1NC(=O)CN(CC)CC	8.0%	nt
Cc1ccc(-c2nn(C)c(=O)c3ccccc23)cc1S(=O)(=O)N1CCCC1	-2.8%	4.6%
Cc1cc(C)n2c(SCCN3C(=O)c4ccccc4C3=O)nnc2n1	0.2%	-6.2%
Cc1ccc(Cl)c2c1NC(=O)C2(O)CC(=O)c1ccccc1O (stereo not given)	-0.4%	-11.4%
Cc1sc(NC(=O)c2oc3ccccc3c2C)c(C#N)c1C	-2.0%	-6.0%
Cc1ccc(S(=O)(=O)c2cccc(S(=O)(=O)N3CCCC3)c2)cc1S(=O)(=O)N1CCCC1	0.1%	-1.8%
COc1ccc(S(=O)(=O)NC(C)C(=O)Nc2ccccc2F)cc1 (stereo not given)	3.4%	-3.2%
CCOCCn1c(SCC)nc2c1c(=O)[nH]c(=O)n2C	3.4%	-1.6%
CCC(C)(C)n1nnnc1C(c1cc2cc(OC)ccc2[nH]c1=O)N1CCc2ccccc21 (stereo not given)	2.7%	-4.9%
O=C1OC(c2ccccc2Br)=N/C1=C\c1cccs1	2.4%	1.7%
O=C(Nc1ccon1)c1cc(-c2ccccc2)nc2ccccc12	-1.0%	-9.1%
O=S(=O)(NCc1ccncc1)c1ccc(F)cc1	-1.8%	3.9%
O=C(CCn1c(=S)[nH]c2ccccc2c1=O)N1CCOCC1	1.2%	-4.3%
Cc1ccc2[nH]c3c(NCCCN4CCCC4=O)ncnc3c2c1	-2.5%	-4.7%
C=CCN1CCN(C(c2cc(OC)ccc2OC)c2nnnn2CC2CCCO2)CC1 (stereo not given)	-4.6%	3.0%
Cc1cc(NC(=O)CSc2nc(-c3ccco3)cc(C(F)(F)F)n2)n(-c2ccccc2)n1	-2.0%	nt
CC1(C)OC(=O)C(=CNc2ncccn2)C(=O)O1	-1.9%	-2.0%
CC(=O)N1CCc2cc(C(=O)CN3CCN(c4ccccc4F)CC3)ccc21	0.8%	-0.2%
CCOC(=O)c1cc2c(=O)n3cccc(C)c3nc2n(CCc2ccc(OC)c(OC)c2)c1=N	7.6%	-5.6%
CCN1CCN(CCCNC(=O)C2CCCN(c3nnc(-n4cccc4)s3)C2)CC1 (stereo not given)	-0.5%	-3.3%
O=C(Nc1ccccc1C(=O)Nc1ccccn1)c1ccccc1Cl	-3.3%	2.6%
CN(CCNC(=O)Cn1c(=O)sc2ccccc21)Cc1ccccc1	-1.0%	3.3%
Fc1ccc(-c2noc(C3CCN(Cc4cccnc4)CC3)n2)cc1	3.3%	-5.7%
O=C1CC(c2ccccc2Cl)CC2=C1C(c1ccsc1)Nc1ccccc1N2 (stereo not given)	0.6%	-0.6%
O=C(Cn1ncc2c(=O)oc3ccccc3c21)N1CCCc2ccccc21	3.3%	2.7%
CCOC(=O)c1c(C)[nH]c(/C=C(\C#N)C(=N)N2CCOCC2)c1O	0.9%	1.4%

(continued)
SMILES	Hsp70 inhibitors	MKP-3 inhibition
CCOc1cc2[nH]c(=O)n(CCCN3CCCC3=O)c(=O)c2cc1OCC	-3.0%	-10.7%
Cc1c(/C(O)=C2/C(=O)C(=O)N(Cc3cccnc3)C2c2cccs2)cnn1-c1ccccc1 (stereo not given)	2.6%	-1.7%
O=C(O)CCNc1cc2ccccc2cc1C(=O)O	1.2%	-2.2%
COc1cc(/C=C2\SC(=S)NC2=O)ccc1OCC(=O)O	7.1%	0.8%
CCOC(=O)Cn1c2ccccc2c2nc3ccccc3nc21	-3.6%	15.0%
O=C(Nc1cc(C(F)(F)F)ccc1N1CCOCC1)c1cncc(Br)c1	-1.7%	-16.0%
COc1cc(C(=O)N/N=C/c2ccsc2C)cc(OC)c1OC	5.2%	0.0%
COc1ccc2ccccc2c1/C=C1\SC(=S)N(c2ccccc2)C1=O	-1.9%	-0.4%
O=[N+]([O-])c1ccc(S(=O)(=O)N/N=C/c2ccc3c(c2)OCO3)cc1	-2.4%	-2.0%
CCn1c(CNC(=O)c2ccco2)nnc1SCC(=O)Nc1ccc(Br)cc1F	-1.9%	nt

Screens (PubChem)

Only part of the results is shown, so the mix of outcomes need not match the whole.
